14-3-3 PPI = 14-3-3 gamma protein interaction modulation; P61981; FP, 14-3-3gamma / TMR-pS259-Raf peptide binding; inhibition, % at 40 µM; 160,000 tested, 0.19% active; AID 422; in the data active = inhibition above about 30%;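 also: 0% = protein plus tracer without compound and 100% = blank with tracer alone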
Target sequence (P61981 whole entry, looked up): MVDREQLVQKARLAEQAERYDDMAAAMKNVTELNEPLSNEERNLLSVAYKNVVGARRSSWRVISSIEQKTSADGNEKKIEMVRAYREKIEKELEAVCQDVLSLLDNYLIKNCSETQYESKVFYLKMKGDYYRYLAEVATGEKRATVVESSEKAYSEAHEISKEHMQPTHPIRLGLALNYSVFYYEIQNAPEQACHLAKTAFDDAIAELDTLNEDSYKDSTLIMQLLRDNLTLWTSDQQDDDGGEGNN
* marks the source's active call; other numbers are inactive results; & = joins results of further samples. The list is partial (hit frequency here may not be typical).

Molecule	14-3-3 PPI
CCN(CC)c1ccc(C2CC(=O)C3=C(C2)Nc2ccccc2NC3c2ccc(OC)cc2)cc1 (stereo not drawn)	0
CC(C)(C)C1CCc2c(sc3c2C(=O)NC(c2cccc(Br)c2)N3)C1 (stereo not drawn)	-3
CC1CCCC(NC(=O)C2c3ccccc3C(=O)N2C(C)c2ccccc2)C1C (stereo not drawn)	-1
CCOC(=O)c1cnc2c(OC)cccc2c1N1CCN(c2ccc(OC)cc2)CC1	-2
O=C(O)Cn1c(=O)oc2ccccc21	-3
COc1cc(C(N)=O)ccc1OCc1ccccc1	3
c1ccc2c(c1)[nH]c1nc(SCCCN3CCCCC3)nnc12	-5
O=C(NCc1nc2ncc(Br)cc2[nH]1)c1ccccc1	-44
O=C(CCS(=O)(=O)c1ccc(Br)s1)Nc1cc(C(F)(F)F)cc(C(F)(F)F)c1	0
COc1ccc(NC(=O)c2ccc(NS(=O)(=O)c3cccs3)cc2)cc1Cl	-29
Cc1nnc(SCC(=O)N2CCOCC2)s1	-2
C=CCn1c(SCC(=O)N2CCN(CCO)CC2)nc2sc3c(c2c1=O)CCC3	-1
CC1=CC(=CN(C)c2ccccc2)C(=O)S1	-17
CCC(C)c1ccc2oc(-c3ccc(NC(=O)Cn4cnc5c(=O)n(C)c(=O)n(C)c54)cc3)nc2c1 (stereo not drawn)	3
CCC(C)NC(=O)c1nn2c(C(F)(F)F)cc(-c3cc(Br)cs3)nc2c1Br (stereo not drawn)	-5
CCCCC(NS(=O)(=O)c1ccc2c(c1)OCCO2)C(=O)O (stereo not drawn)	-3
COC(=O)c1ccccc1NC(=O)C1(S(=O)(=O)c2ccc(C)cc2)CC1	-16
CCOc1ccc(NC(=O)c2ccc(OCC)c(Br)c2)cc1	12
Cc1cc(Br)ccc1NC(=O)Cn1c2ccccc2c(=O)c2ccccc21	-10
Cn1c(=O)n(C)c2cc(S(=O)(=O)NCc3ccccc3)ccc21	-5
Fc1ccc(C2=CC(c3ccccc3OC(F)F)n3nnnc3N2)cc1 (stereo not drawn)	4
COc1ccc(S(=O)(=O)N(CC(=O)O)c2cc(Cl)ccc2OC)cc1OC	0
COc1ccccc1NC(=O)Nc1c(SC)nsc1SC	14
O=C(CCc1nc2ccccc2[nH]1)NCc1ccc2c(c1)OCO2	0
O=C1CC(C(=O)NC2CCCCC2)(c2ccccc2F)N1c1cc(C(F)(F)F)ccc1Cl (stereo not drawn)	2
COc1ccc(C2C=C(c3ccc(Cl)cc3OC(F)F)Nc3ncnn32)c(OC)c1 (stereo not drawn)	6
COc1ccc(OCc2nc3ccccc3n2Cc2ccccc2)cc1	-7
CCC(=O)Nc1cc2nn(-c3ccccc3)nc2cc1C	-17
CC(=O)O[C@]1(C(C)=O)CC[C@H]2[C@@H]3C=C(C)C4=CC(=O)CC[C@]4(C)[C@H]3CC[C@@]21C	-1
COCCOC(=O)C1=C(C)NC2=C(C(=O)CC(C)(C)C2)C1c1ccc(O)cc1 (stereo not drawn)	-5
COc1ccc(-n2ncc3c(NCC(C)C)ncnc32)cc1	2
CCOC(=O)c1cn(CC)c2cc(N3CCOCC3)c(F)cc2c1=O	1
CC1(C)CC(=O)C2=C(C1)OC1=C(C(=O)CC(C)(C)C1)C2c1ccc(C(=O)O)cc1	1
O=C(c1ccccc1)N(c1ccc2oc3c(c2c1)CCCC3)S(=O)(=O)c1cccs1	-60
O=c1c2cc3c(=O)n(-c4cc(Br)ccc4O)c(=O)c3cc2c(=O)n1-c1cc(Br)ccc1O	-12
COc1ccc([N+](=O)[O-])cc1NC(=O)C1(c2ccccc2)CCOCC1	-1
CC(=O)c1oc2ccccc2c1NC(=O)CN1CCCCC1	-7
O=C(Nc1nsc(-c2ccccc2)n1)c1ccncc1	0
COc1ccc(OC)c(S(=O)(=O)NCC23CC4CC(CC(C4)C2)C3)c1	0
COc1ccc(S(=O)(=O)NCCC(=O)NC2CCCCCCC2)cc1	-5
COc1ccccc1NC(=O)c1[nH]ncc1[N+](=O)[O-]	-8
O=C(CSc1nnc2sc3ccccc3n12)c1ccco1	-3
CCOC(=O)c1cnc2ccc(OC)cc2c1Nc1ccc(C)cc1	-3
CC(=O)Nc1ccc(S(=O)(=O)NC(CC(=O)O)c2ccc(OC(C)C)cc2)cc1 (stereo not drawn)	-10
Cn1nc(OCC(N)=O)ccc1=O	-6&6
O=C(CNC(=O)Cn1cnc2ccccc2c1=O)NCC1CCCO1 (stereo not drawn)	4
CC(NC(=O)c1cc(=O)[nH]c2ccc(Br)cc12)c1ccccc1 (stereo not drawn)	3
Cc1cccc(NC(=O)C2CCCN(c3nc(C)cc(C)n3)C2)c1 (stereo not drawn)	-1
COc1cc(C2C(C(=O)Nc3cc(C)ccn3)=C(C)NC3=C2C(=O)CCC3)cc(OC)c1OC (stereo not drawn)	3
CCOc1ccccc1N1CCN(c2nc3ccccc3nc2C(C#N)C(=O)OC)CC1 (stereo not drawn)	-58
COc1cc(OC)c(N(C)C(=O)CCNC(=O)Cn2cnc3ccccc3c2=O)cc1Cl	-3
NC(=O)c1ccc(N2CCCCC2)c(N2C(=O)CCC2=O)c1	-1
CCOc1ccc(NCC(=O)Nc2ccc(C)cc2C)cc1	-15
CC12CCC(C(=O)N(c3ccc(S(N)(=O)=O)cc3)C1=O)C2(C)C (stereo not drawn)	-3
CCC1CCCCN1S(=O)(=O)c1ccc(NC(=O)COc2c(C)cccc2C)cc1 (stereo not drawn)	-78
O=C(O)c1ccc(C(=O)c2ccc(C(=O)O)c(C(=O)O)c2)cc1	1
Cc1sc(NC(=O)CSc2nnc(COc3ccccc3)n2C)c(C#N)c1C	-2
COc1ccc(S(=O)(=O)N2C(C)CCCC2C)cc1 (stereo not drawn)	-21
COc1cc(-c2nc3cnccn3c2Nc2ccccc2)ccc1O	-8
COc1ccc(C2CC(C(F)(F)F)n3ncc(C(=O)Nc4ccc5c(c4)OCO5)c3N2)cc1 (stereo not drawn)	-7

Carrying on.
Molecule	14-3-3 PPI
O=[N+]([O-])c1cccc(S(=O)(=O)Nc2ccc(-c3ccccc3)cc2)c1	-12
CC(=O)NC(CCS(C)(=O)=O)C(=O)Nc1ccc(C(C)C)cc1 (stereo not drawn)	-11
COc1ccc(-c2noc(CCCC(=O)NCCc3ccccc3)n2)cc1OC	-5
C=C(C)Cn1c(CCNC(=O)CC)nc2ccccc21	-6
O=c1cc(O)cc(/C=C/c2ccc(O)c(O)c2)o1	-6
CCOC(=O)C1CCCN(C(=O)c2cn(CC(C)C)c(=O)c3c2c2ccccc2n3C)C1 (stereo not drawn)	-3
Cc1ccc(-c2cnc(N)n2C)cc1C	-6
O=[N+]([O-])c1ccc(S(=O)(=O)Nc2cccnc2)cc1	-5
Cc1onc(-c2ccccc2)c1C(=O)N1CCN(C/C=C/c2ccccc2)CC1	-1
O=C(CSc1ncn[nH]1)Nc1ccc(Br)cc1	0
CCOC(=O)c1oc2ccccc2c1NC(=O)c1cccc(OC)c1OC	3
O=S(=O)(c1ccc(OCC(O)CN2CCc3ccccc3C2)cc1)N1CCOCC1 (stereo not drawn)	-6
CC(C)Cn1c(N)c(S(=O)(=O)c2cccs2)c2nc3ccccc3nc21	-8
Cc1ccc(C)c(C(C)NC(=O)C2C3CCC(O3)C2C(=O)O)c1 (stereo not drawn)	-6&2
COc1ccc2oc(=O)c(-c3csc(Nc4cc(Cl)ccc4OC)n3)cc2c1	-20
COC(=O)c1ccc2cc(C(=O)O)ccc2c1	-1&-1
COc1ccc(-c2csc(NCc3ccccc3)n2)cc1OC	3
CC(C)NS(=O)(=O)c1ccc(OCC(=O)Nc2ccc3c(c2)OCCO3)cc1	-8
CCOC(=O)c1c(NC(=O)CSc2nc(C)cc(C)n2)sc2c1CCC2	-3
CN(Cc1ccccc1)C(=O)c1ccc2c(c1)NC(=O)C(N1CCCCC1)S2 (stereo not drawn)	-1
COc1ccccc1OCC(=O)N(Cc1nc(-c2ccc(Cl)cc2)no1)C(C)C	-5
O=[N+]([O-])c1ccc(S(=O)(=O)NCCOc2ccccc2Cl)cc1	-6
COC(=O)C(Cc1cnc[nH]1)NC(=O)C1CCC(=O)N1 (stereo not drawn)	-1
Cc1cc2ccccc2c(=O)n1CC(=O)NCCC1=CCCCC1	-4
O=C(O)CN1C(=O)CSc2ccccc21	-1
CCOC(=O)c1sc2nc(NC(=O)c3cccs3)sc2c1C	-4
CCOc1nc(-c2ccc(C)cc2)ccc1-c1noc(COC)n1	-31
COc1cc2c(cc1OC)CN(C(=O)CSc1nc(N)c(C#N)cc1C#N)CC2	-86
Nc1nc2nc(-c3ccccc3)cc(C(F)(F)F)n2n1	-6
N#Cc1ccc2ccccc2n1	-8

Filtered by structure: the compounds so far with a thiophene ring, fused or not
Molecule	14-3-3 PPI
CC(C)(C)C1CCc2c(sc3c2C(=O)NC(c2cccc(Br)c2)N3)C1 (stereo not drawn)	-3
O=C(CCS(=O)(=O)c1ccc(Br)s1)Nc1cc(C(F)(F)F)cc(C(F)(F)F)c1	0
COc1ccc(NC(=O)c2ccc(NS(=O)(=O)c3cccs3)cc2)cc1Cl	-29
C=CCn1c(SCC(=O)N2CCN(CCO)CC2)nc2sc3c(c2c1=O)CCC3	-1
CCC(C)NC(=O)c1nn2c(C(F)(F)F)cc(-c3cc(Br)cs3)nc2c1Br (stereo not drawn)	-5
O=C(c1ccccc1)N(c1ccc2oc3c(c2c1)CCCC3)S(=O)(=O)c1cccs1	-60
Cc1sc(NC(=O)CSc2nnc(COc3ccccc3)n2C)c(C#N)c1C	-2
CC(C)Cn1c(N)c(S(=O)(=O)c2cccs2)c2nc3ccccc3nc21	-8
CCOC(=O)c1c(NC(=O)CSc2nc(C)cc(C)n2)sc2c1CCC2	-3
CCOC(=O)c1sc2nc(NC(=O)c3cccs3)sc2c1C	-4

The listing continues.
Molecule	14-3-3 PPI
CC1=[N+]([O-])C(N2CCOCC2)C(O)(c2ccccc2)C1 (stereo not drawn)	-1
CCc1c(C)nc(N)n2c(SCC(=O)N3CCN(c4ccccc4OC)CC3)nnc12	-8
CCOc1ccc(NC2=NC3(CCCC3)N=C(N)N2)cc1	-3
CCOc1ccc(-n2nnc3c(=O)n(CC(=O)c4ccccc4)cnc32)cc1	1
CCC(=O)Nc1ccc(S(=O)(=O)Nc2nc(C)cc(C)n2)cc1	-3
CS(=O)(=O)N(CC(=O)NCc1ccco1)c1ccc(Oc2ccccc2)cc1	-4
CSc1nc2sc3c(c2c2n[nH]c(=S)n12)CC(C)(C)OC3	-19
FC(F)(F)c1cccc(N2Cc3ccccc3C2)c1	-6
Cc1nc2ccccc2c(=O)n1/N=C/c1ccncc1	1
Cc1ccc(C(=O)Nc2ccccc2N2CCN(C(=O)C(C)C)CC2)cc1	-3
C=C(C)CN1CCN(c2cc(CCC)c(C#N)c3nc4ccccc4n23)CC1	-21
COc1cc(C(=S)N2CCC(C(N)=O)CC2)ccc1O	7
Cc1cc(N2CCCCC2)nc2ccc(NC(=O)c3cccnc3)cc12	-29
CCOC(=O)C1=C(C)NC(C)=C(C(=O)OCC)C1c1ccc(O)cc1	-5
Nc1ccc(C(=O)Nc2ccc(C(=O)O)cc2N)cc1	-16
CC(C)Cn1cc(C(=O)NCc2ccco2)c2c3ccccc3n(C)c2c1=O	0
CCc1nnc(NC(=O)CSc2nnc(-c3c[nH]c4ccccc34)n2CC)s1	-8
O=c1[nH]c(-c2ccccc2)cn1-c1ccc(F)cc1	-24
O=C(Nc1ncc(S(=O)(=O)c2ccc([N+](=O)[O-])cc2)s1)c1ccccc1CCc1ccccc1	-1
CCCS(=O)(=O)N1CCN(C(=O)c2cc(OC)c(OC)c(OC)c2)CC1	-6
COCCNc1nc2c(c(=O)n(C)c(=O)n2C)n1Cc1cccc(Br)c1	-3
O=C(COC(=O)C1CCCN1C(=O)c1cccs1)c1ccccc1 (stereo not drawn)	-1
CCc1ccccc1N(C)C(=O)c1cc2cc3ccc(C)cc3nc2o1	12
CCn1c(SCc2nc(CC(=O)Nc3ccccc3OC)no2)nnc1-c1cccs1	-15
CCc1ccc(OCC(=O)Nc2ccc(S(=O)(=O)Nc3nc(C)cc(C)n3)cc2)cc1	-5
CCOC(=O)C1=C(c2ccccc2)N(C)C(=O)NC1c1ccc(O)c(OC)c1 (stereo not drawn)	-5&-1
CC1(C)Cc2ccccc2C(=Cc2ccc3ccccc3n2)N1	-16
Cc1cccc(NC(=O)C2C3C=CC4(O3)C2C(=O)N(C(C)c2ccccc2)C4C(=O)NC2CCCC(C)C2C)c1 (stereo not drawn)	-4
COCCOC(=O)C1=C(C)NC(=O)NC1c1ccc(OC)cc1OC (stereo not drawn)	6
O=C(O)c1ccc2c(c1)CC(c1ccccc1)OC2=O (stereo not drawn)	5
COC(=O)c1ccc(CSc2nnc(-c3ccncc3)o2)o1	1
C=CCSc1nnc2c(n1)OC(C)Nc1ccccc1-2 (stereo not drawn)	-10
COc1ccc(CNc2nc(SCc3ccc(F)cc3)nc3ccccc23)cc1	-7
Cc1ccc2nc(C3CCN(CC(=O)Nc4ccc5c(c4)OCCO5)CC3)[nH]c2c1	-5
CCCS(=O)(=O)N1CCC(C(=O)NCCCOCC)CC1	-10
Cn1c(=O)c2c(SCc3ccc(Br)cc3)nc(-c3ccco3)nc2n(C)c1=O	-17
Cc1nc(SCC(=O)c2c[nH]c3ccccc23)n[nH]1	-1
CC(CC(=O)O)CC(=O)Nc1cc([N+](=O)[O-])ccc1O (stereo not drawn)	-7
COc1ccccc1C(=O)N1CCN=C1c1ccccc1	-7&-4
COc1ccc(-n2c(=S)[nH]c3cc(C(=O)NCc4ccc(F)cc4)ccc3c2=O)cc1	-1
Cc1ccc(NS(=O)(=O)c2ccc3c(c2)C(=O)c2cc(S(=O)(=O)Nc4ccc(C)cc4)ccc2-3)cc1	-3
O=C1C2C(C(=O)N1c1ccccc1)C1C=CC2C12CC2 (stereo not drawn)	5
